SR-BI DiI inh – blocks mouse SR-BI lipid uptake from DiI-HDL; Q61009; ldlA[mSR-BI] CHO cells, DiI-HDL uptake fluorescence, 3 h; inhibition, % at 12.5 µM; 320,000 tested, 0.96% active; AID 488896;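 active means mean replicate inhibition of at least 70% and a set share of replicates each scoring 70 or more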;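 further: 0% = median of neutral control wells and 100% = median of positive control wells; values of inactives mirror those of a sister screen read the other way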
Target sequence (Q61009 whole entry, looked up): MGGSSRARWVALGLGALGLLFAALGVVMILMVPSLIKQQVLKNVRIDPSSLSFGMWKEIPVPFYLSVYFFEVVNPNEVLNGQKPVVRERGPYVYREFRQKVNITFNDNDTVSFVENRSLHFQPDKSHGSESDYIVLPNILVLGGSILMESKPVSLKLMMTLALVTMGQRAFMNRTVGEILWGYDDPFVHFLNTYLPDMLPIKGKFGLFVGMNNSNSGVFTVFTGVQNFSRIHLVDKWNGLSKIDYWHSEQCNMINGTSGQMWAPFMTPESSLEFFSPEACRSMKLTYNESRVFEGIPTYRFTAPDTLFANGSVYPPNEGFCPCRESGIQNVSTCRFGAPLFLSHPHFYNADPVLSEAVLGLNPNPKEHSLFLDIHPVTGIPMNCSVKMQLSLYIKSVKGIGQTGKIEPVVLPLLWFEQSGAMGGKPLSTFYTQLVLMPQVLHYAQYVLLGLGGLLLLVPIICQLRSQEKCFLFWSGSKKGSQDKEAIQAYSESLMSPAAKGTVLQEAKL
NSD2 inh – inhibitors of human histone methyltransferase NSD2; inhibition, % at 12.5 µM; O96028; NSD2 peptide methylation, AlphaScreen, 120 min; 310,000 tested, 0.54% active; in the data active means inhibition above about 50%
DAGLB inh – diacylglycerol lipase beta (human) inhibition | HEK293T DAGLB membrane lysate, EnzChek fluorogenic substrate | AID 504411 | 340,000 tested, 0.059% active | inhibition, % at 5.17 µM | Q8NCG7; in the data active means inhibition above about 34%;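 further: 0% = enzyme with vehicle and 100% = wells lacking enzyme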
Keap1 Nrf2 FP – Keap1-Nrf2 (human) interaction inhibition; Keap1 Kelch-Nrf2 peptide fluorescence polarization, 1536-well; Q14145; 340,000 tested, 0.15% active; AID 504523; inhibition, % at 9.4 µM; in the data active means inhibition above about 12%;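 further: human Keap1 Kelch domain with fluorescein labeled Nrf2 9mer peptide probe; 0% = neutral control wells and 100% = peptide positive control; higher means more block of Keap1 binding to Nrf2 peptide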
LANA DNA inh – KSHV C-LANA DNA binding inhibition; MBP-C-LANA/FAM-LBS DNA binding, fluorescence polarization; inhibition, % at 9 µM; 340,000 tested, 0.078% active;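 active means highest replicate inhibition at or above 60% at 9 µM, even if other replicates fall short; inactive means all replicates below 60% inhibition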;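 further: 0% = neutral control wells and 100% = 4 µM acridine orange control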
PKA-R2B activ – activators of human PKA-R2B complex; 340,000 tested, 0.079% active; activation, % at 11.4 µM; PKA-R2B holoenzyme dissociation, Cy5-IP20 fluorescence polarization; R2B truncated from residue 108, S112A mutant; 0% DMSO only, 100% 113 µM cGMP; P22694+P31323;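 active means activation above a cutoff set at the mean over all compounds plus 3 SD, cut at about 18% in these data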;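 further: higher means more holoenzyme dissociation and a rise in polarization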
Target sequence (P31323 whole entry, looked up, other chains not shown, the tested form may be a part): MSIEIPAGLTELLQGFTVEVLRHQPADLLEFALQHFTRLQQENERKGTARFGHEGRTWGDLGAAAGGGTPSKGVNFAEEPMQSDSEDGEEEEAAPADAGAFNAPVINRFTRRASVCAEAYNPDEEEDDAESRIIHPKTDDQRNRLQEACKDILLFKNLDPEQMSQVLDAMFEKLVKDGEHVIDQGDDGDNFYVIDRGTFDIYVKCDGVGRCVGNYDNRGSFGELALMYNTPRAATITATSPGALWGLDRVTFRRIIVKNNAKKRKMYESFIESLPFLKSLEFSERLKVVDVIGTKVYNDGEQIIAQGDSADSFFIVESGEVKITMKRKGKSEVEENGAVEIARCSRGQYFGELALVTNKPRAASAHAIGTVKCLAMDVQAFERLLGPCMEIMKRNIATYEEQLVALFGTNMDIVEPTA
Arrestin-AP2 inh – inhibitors of human beta-arrestin and AP2 interaction. FITC-arrestin peptide / GST-AP2 beads, flow cytometry; AP2 beta2 appendage carries R879A mutation. inhibition, % at 10 µM. 340,000 tested, 0.31% active;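 active means inhibition above a set limit, near 3 SD of compounds lacking own fluorescence, cut at about 54% in these data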;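 further: plate controls were DMSO wells for no effect and 5 µM unlabelled arrestin peptide for full effect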
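system = GST-tagged AP2 beta2-adaptin appendage (R879A) on 4 µm glutathione beads | reagent = FITC-labelled arrestin peptide probe, 50 nM final | schedule = compound with beads 12 min RT, then probe 1 h RT | signal = HyperCyt-sampled flow cytometry, FL1 channel, ex 488/em 535 nm | read-out = percent response from loss of bead-bound FITC fluorescence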
Cardiac RTF inh – cardiac RTF calcium desensitization; IANBD-labeled cardiac RTF, Ca2+ fluorescence; inhibition, % at 7.15 µM; 340,000 tested, 0.12% active; AID 493244;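 active means inhibition above the mean inhibition of all tested compounds plus 3 SD, cut at about 17% in these data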;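 further: assay run at fixed EC70 calcium of 1.6 mM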
PvdQ inh – blocks Pseudomonas aeruginosa PvdQ acylase activity | purified PvdQ acylase, fluorescence plate reader | inhibition, % at 10 µM | 340,000 tested, 0.063% active; in the data active means inhibition above about 30%, passing the limit was not always enough;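 further: 0% = vehicle neutral wells and 100% = reference inhibitor wells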
SR-BI DiI-HDL act – enhances SR-BI lipid uptake from DiI-HDL. CHO ldlA[mSR-BI] cells, DiI-HDL uptake fluorescence, 3 h; 100 = double the neutral-control signal. activation, % at 12.5 µM. 320,000 tested, 0.096% active;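 active means mean replicate activation of at least 60% and every replicate at or above 60%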;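 further: 0% = median plate neutral-control signal and 100% = twice that signal; values of inactives mirror those of a sister screen read the other way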
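Test system: SR-BI-overexpressing, LDLR-lacking CHO cells. Measured by: DiI fluorescence, bottom read. Medium: Ham's F12 with 0.5% BSA, HEPES 25 mM, pH 7.4. Timing: 3 h uptake period with compound, 37 °C.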
The depositor's hits bear a star; . = no result given.

1	CCN1N=C(C)C=C(c2ccccc2)n2c1nc1ccccc12
2	COc1ccc(/C=N/OCC(=O)NCc2cccs2)c(OC)c1
3	COc1cccc(CC(NC(C)=O)C(=O)NC2CCN(c3nnnn3-c3ccccc3)CC2)c1OC (centres undefined)
4	COc1ccc(CNC(=O)CCc2nc3cc(S(=O)(=O)N(C)C)ccc3n2C)cc1OC
5	CC(C)(C)[C@@H]1COC(=O)[C@H](Cc2ccc(F)cc2)CC/C=C\C[C@@H](CC(=O)N(CCO)Cc2ccccc2)C(=O)N1
6	O=C(CN1C(=O)CC(c2ccco2)Sc2ccccc21)NC1CCCCC1 (centres undefined)

assay / compound	1	2	3	4	5	6
SR-BI DiI inh	-6	50	-6	-5	-24	7
NSD2 inh	2	-2	-3	10	.	.
DAGLB inh	3	0	3	-2	0	1
Keap1 Nrf2 FP	-8	1	3	-2	5	-6
LANA DNA inh	2.2	0.6	0.4	0.3	1.5	-1.4
PKA-R2B activ	-4	5	-4	-24	-2	-2
Arrestin-AP2 inh	-2	13	12	-15	11	-2
Cardiac RTF inh	8	-12	4	-4	2	2
PvdQ inh	-8	3	-1	-6	-15	-14
SR-BI DiI-HDL act	6	-50	6	5	24	-7

7	O=C(O)CCCCCNS(=O)(=O)c1ccc2c3c(cccc13)C(=O)N2
8	CCOC(=O)c1ccc(CS(=O)c2ccc(Cl)cc2)o1 (centres undefined)
9	Clc1ccc(/C=N/Nc2nn[nH]n2)cc1
10	Cc1ccc(C23CC4CC(CC(NC(=O)NN)(C4)C2)C3)cc1
11	Cn1c(CCN2CCCCC2)nc2cc(NC(=O)COc3ccc(Cl)cc3)ccc21
12	Nc1nc(Nc2ccccc2)nc(N2CCOCC2)c1[N+](=O)[O-]

assay / compound	7	8	9	10	11	12
SR-BI DiI inh	-16	-16	-3	-19	7	14
NSD2 inh	4	2	0	1	2	30
DAGLB inh	2	-1	-2	-1	-1	1
Keap1 Nrf2 FP	0	-3	-4	3	-4	-1
LANA DNA inh	1.8	-1.2	0.0	1.5	0.7	-0.3
PKA-R2B activ	-1	8	6	3	-7	-3
Arrestin-AP2 inh	14	-3	20	-2	2	9
Cardiac RTF inh	-4	-4	6	-2	-5	10
PvdQ inh	-2	-13	16	-10	-13	2
SR-BI DiI-HDL act	16	16	3	19	-7	-14

13	CC(C)c1ccc(NC(=S)NNC(=O)c2cccs2)cc1
14	O=C(O)c1cccc(Nc2nc(N3CCOCC3)nc(N3CCOCC3)n2)c1
15	N#CC1=C2C=Cc3ccccc3N2CCCC1=O
16	CN1CCN(NC(=O)c2cc(Br)ccc2Cl)CC1
17	CCN1CCN(C(=O)c2cc3cc(Cl)ccc3[nH]2)CC1
18	CCOC(=O)Cn1c(=O)c(-c2ccccc2NCc2ccccc2)nc2ccccc21

assay / compound	13	14	15	16	17	18
SR-BI DiI inh	-3	-21	-22	-8	11	41
NSD2 inh	3	0	1	3	11	-7
DAGLB inh	2	-2	-4	1	1	0
Keap1 Nrf2 FP	1	1	0	6	-5	-3
LANA DNA inh	-1.2	0.8	-1.5	0.7	0.0	-0.9
PKA-R2B activ	8	-3	-4	-3	-13	-3
Arrestin-AP2 inh	7	7	30	21	-15	0
Cardiac RTF inh	-1	2	-1	-5	-8	-4
PvdQ inh	-4	-12	11	-6	-3	-6
SR-BI DiI-HDL act	3	21	22	8	-11	-41

Looked up by compound from the entries so far:
16	CN1CCN(NC(=O)c2cc(Br)ccc2Cl)CC1
13	CC(C)c1ccc(NC(=S)NNC(=O)c2cccs2)cc1
18	CCOC(=O)Cn1c(=O)c(-c2ccccc2NCc2ccccc2)nc2ccccc21

assay / compound	16	13	18
SR-BI DiI inh	-8	-3	41
NSD2 inh	3	3	-7
DAGLB inh	1	2	0
Keap1 Nrf2 FP	6	1	-3
LANA DNA inh	0.7	-1.2	-0.9
PKA-R2B activ	-3	8	-3
Arrestin-AP2 inh	21	7	0
Cardiac RTF inh	-5	-1	-4
PvdQ inh	-6	-4	-6
SR-BI DiI-HDL act	8	3	-41

Next section:
19	CC(C)=C(C#N)c1nc2ccccc2s1
20	CC(C)(C)c1ccc(SCCc2ccccn2)cc1
21	COc1ccc(CNC(=O)C(NC(C)=O)C(=O)Nc2ccc(C(C)C)cc2)cc1 (centres undefined)
22	Cc1ccc(NC(=O)C2CCN(S(=O)(=O)c3cccc4nonc34)CC2)nc1
23	Cc1ccc(O)c(C2=Nc3ccccc3N=C(c3ccco3)C2)c1
24	COc1ccccc1NC(=S)c1ccccc1

assay / compound	19	20	21	22	23	24
SR-BI DiI inh	-10	5	4	6	28	-23
NSD2 inh	-3	-1	1	3	-1	1
DAGLB inh	-7	-9	-3	-1	-6	-2
Keap1 Nrf2 FP	-5	0	1	-4	1	-2
LANA DNA inh	2.3	0.4	0.1	0.4	1.8	-2.7
PKA-R2B activ	-3	4	-7	8	-4	-8
Arrestin-AP2 inh	-2	-9	9	6	6	1
Cardiac RTF inh	-11	1	8	2	-31	-1
PvdQ inh	-11	-6	8	-17	-18	-10
SR-BI DiI-HDL act	10	-5	-4	-6	.	23

25	COc1ccc(C(=O)N(C)c2ccccc2C(=O)NCCc2ccccc2)cc1
26	Cc1ccc(S(=O)(=O)N2CCCCC2)cc1C(=O)OC(C)C(=O)NCC1CCCCC1 (centres undefined)
27	COC(=O)c1ccc(NC2=CC(=O)CC(C)(C)C2)cc1
28	COc1ccccc1CNC(=O)COC(=O)C12CC3CC(CC(O)(C3)C1)C2
29	CCn1ncc2c(OCc3ccc(C#N)cc3)cc(C)nc21
30	Cc1cc(OCc2nc(-c3cccnc3)no2)c(C)cc1Br

assay / compound	25	26	27	28	29	30
SR-BI DiI inh	-34	27	-29	1	37	-8
NSD2 inh	-2	-2	1	-5	-10	1
DAGLB inh	2	-9	-3	1	-17	0
Keap1 Nrf2 FP	4	-2	-5	2	1	-1
LANA DNA inh	-0.2	-0.3	3.4	-0.3	1.0	-1.4
PKA-R2B activ	-10	-2	-15	0	-3	-8
Arrestin-AP2 inh	-8	30	-2	.	5	-11
Cardiac RTF inh	3	-4	1	-3	-14	4
PvdQ inh	-18	0	-10	0	2	-9
SR-BI DiI-HDL act	.	-27	29	-1	-37	8

31	O=C(CSc1nc2c(cnn2-c2ccccc2)c(=O)[nH]1)N1CCCCC1
32	O=C(NN1C(=O)c2ccccc2NC1c1ccc([N+](=O)[O-])o1)c1ccccc1 (centres undefined)
33	COc1ccc(NC(=O)COc2cccc3c2CCN(Cc2cccnc2)C3=O)cc1
34	C=C(C)c1nc(Oc2ccccc2)nc(Oc2ccccc2)n1
35	O=C1c2ccccc2C(=O)N1Cc1cc(-c2ccc(Cl)cc2)no1
36	Cc1ccc(S(=O)(=O)c2nnn3c2nc(N2CCC(C(N)=O)CC2)c2ccccc23)cc1C

assay / compound	31	32	33	34	35	36
SR-BI DiI inh	.	-19	26	0	8	-11
NSD2 inh	-2	0	0	4	-1	-7
DAGLB inh	1	2	-1	-3	-5	1
Keap1 Nrf2 FP	4	1	-4	1	-4	-7
LANA DNA inh	-0.3	-1.2	-1.0	-0.5	-0.5	0.8
PKA-R2B activ	-3	8	7	-11	2	0
Arrestin-AP2 inh	12	27	17	-15	2	-17
Cardiac RTF inh	-12	3	-10	-4	-9	-6
PvdQ inh	12	5	-16	-6	-17	-10
SR-BI DiI-HDL act	.	19	-26	0	-8	11

37	O=C(NCCOc1ccccc1)C1Nc2ccc(OC(F)(F)F)cc2C2C=CCC12 (centres undefined)
38	COc1ccc(OC)c(NC(=O)CSc2nccn2Cc2ccco2)c1
39	O=C(Nc1cccc2nsnc12)c1ccc(-c2ccc(Br)cc2)o1
40	CCOc1ccc(-c2ccc(NS(=O)(=O)c3cc([N+](=O)[O-])c(C)c([N+](=O)[O-])c3)cc2)nn1
41	Cc1ccc(-n2c(=O)[nH]c3ncccc3c2=O)cc1
42	Cc1cc(C)n(CC(=O)n2c3c(c4ccccc42)CCCC3)n1

assay / compound	37	38	39	40	41	42
SR-BI DiI inh	21	29	-7	-2	-12	45
NSD2 inh	.	4	37	8	-1	-2
DAGLB inh	-8	1	-5	12	-1	-1
Keap1 Nrf2 FP	6	6	1	-2	5	5
LANA DNA inh	-4.0	1.4	-1.2	1.1	-0.1	0.6
PKA-R2B activ	1	5	5	-11	-7	-18
Arrestin-AP2 inh	-3	43	23	33	7	32
Cardiac RTF inh	-11	-4	-15	-9	-19	-1
PvdQ inh	-2	-10	1	0	-9	5
SR-BI DiI-HDL act	-21	-29	7	2	12	-45

An excerpt from above in order of their number in PvdQ inh, low to high:
No.	compound	SR-BI DiI inh	NSD2 inh	DAGLB inh	Keap1 Nrf2 FP	LANA DNA inh	PKA-R2B activ	Arrestin-AP2 inh	PvdQ inh	SR-BI DiI-HDL act
40	CCOc1ccc(-c2ccc(NS(=O)(=O)c3cc([N+](=O)[O-])c(C)c([N+](=O)[O-])c3)cc2)nn1	-2	8	12	-2	1.1	-11	33	0	2
39	O=C(Nc1cccc2nsnc12)c1ccc(-c2ccc(Br)cc2)o1	-7	37	-5	1	-1.2	5	23	1	7
42	Cc1cc(C)n(CC(=O)n2c3c(c4ccccc42)CCCC3)n1	45	-2	-1	5	0.6	-18	32	5	-45

(next part)
43	COc1cc2c3c(c1OC)C1(C=CC(=NNC(N)=O)C=C1)CC3N(C(C)=O)CC2 (centres undefined)
44	COc1ccccc1C(=O)NNC(=O)c1ccccc1Br
45	Cn1nc(/C=C/c2ccccc2)ccc1=O
46	O=Nc1c(O)n(Cc2ccc(Cl)c(Cl)c2)c2ccccc12
47	Cc1ccc(C(=O)N/C(=C/c2ccc(Cl)cc2)C(=O)NCC2CCCO2)cc1 (centres undefined)
48	N#Cc1c(N)nc(SC2CCCCC2=O)c(C#N)c1-c1ccco1 (centres undefined)

assay / compound	43	44	45	46	47	48
SR-BI DiI inh	-20	-1	-3	5	-22	45
NSD2 inh	-1	-2	-1	11	-3	.
DAGLB inh	-3	1	-3	-20	0	-1
Keap1 Nrf2 FP	4	0	5	-3	-1	-3
LANA DNA inh	1.2	4.2	0.9	-0.4	0.3	0.2
PKA-R2B activ	-14	3	-3	-8	1	-5
Arrestin-AP2 inh	16	-18	5	5	16	13
Cardiac RTF inh	-13	3	-4	5	-1	-5
PvdQ inh	2	-4	-1	-59	-7	-12
SR-BI DiI-HDL act	20	1	3	-5	22	-45

Compound activity as filed in PubChem.
